TRPV1 ag: human TRPV1 agonism; TRPV1-expressing cells, Fluo-8 calcium influx, agonist mode; activation, % at 8.33 µM; actives 0.19% (n = 320,000); AID 540275; in the data active = activation above about 80%; inconclusive = between about 30% and that limit; note: 0% is about no effect
Target sequence (Q8NER1 whole entry, looked up): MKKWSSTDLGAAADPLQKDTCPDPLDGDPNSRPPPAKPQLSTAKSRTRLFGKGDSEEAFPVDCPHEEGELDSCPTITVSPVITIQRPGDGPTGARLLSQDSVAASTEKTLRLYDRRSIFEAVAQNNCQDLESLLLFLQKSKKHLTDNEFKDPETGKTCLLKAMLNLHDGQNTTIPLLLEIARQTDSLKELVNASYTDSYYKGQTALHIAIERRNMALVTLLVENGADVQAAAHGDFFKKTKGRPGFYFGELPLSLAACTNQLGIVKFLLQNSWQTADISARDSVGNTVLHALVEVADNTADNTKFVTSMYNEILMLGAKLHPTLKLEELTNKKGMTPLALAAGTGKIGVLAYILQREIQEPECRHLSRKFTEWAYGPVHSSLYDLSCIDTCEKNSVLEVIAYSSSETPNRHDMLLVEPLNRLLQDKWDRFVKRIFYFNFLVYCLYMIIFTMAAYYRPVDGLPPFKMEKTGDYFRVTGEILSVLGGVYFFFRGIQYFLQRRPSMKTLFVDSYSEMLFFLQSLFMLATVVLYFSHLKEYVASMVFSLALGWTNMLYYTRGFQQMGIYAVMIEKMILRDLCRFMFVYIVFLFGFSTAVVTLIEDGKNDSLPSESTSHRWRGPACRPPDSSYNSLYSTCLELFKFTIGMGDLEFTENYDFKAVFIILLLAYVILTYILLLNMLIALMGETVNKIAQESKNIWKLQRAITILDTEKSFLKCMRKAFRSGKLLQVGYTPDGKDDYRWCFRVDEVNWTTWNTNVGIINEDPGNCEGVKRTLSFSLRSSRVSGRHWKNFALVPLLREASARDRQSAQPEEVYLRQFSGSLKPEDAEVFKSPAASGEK
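Cells expressing TRPV1 were dye-loaded with Fluo-8 and read kinetically: 10 s baseline, 3 min after compound (agonist portion), then 2 min after EC20 capsaicin (allosteric enhancer portion). Calcium-bound dye fluorescence at 480/520 nm.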
FBPA coupling cs: coupling enzyme interference in Giardia aldolase counter-screen; activity change, negative = inhibition, % at 58.2 µM, hits read low; coupling enzyme system counterscreen, AmpLite Red fluorescence; actives 0.67% (n = 290,000); in the data active = activity change below about -30%; note: % is set by controls: 0 for no effect and ±100 for the full control effect
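Activity here indicates interference with the coupling reaction, not aldolase inhibition. Compounds at 57.5 uM final met coupling enzymes for 10 min at RT; substrate and AmpLite Red detection followed, with a 525/598 nm fluorescence read after 20 min.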
Giardia killer: kills Giardia lamblia | actives 0.15% (n = 340,000) | Giardia lamblia trophozoite viability | AID 540267 | activity change, % at 7.66 µM, hits read low; in the data active = activity change below about -80%; inconclusive = between about -30% and that limit;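 note: parasites exposed to compound for two days anaerobically before the ATP read; % is set by controls: 0 for no effect and ±100 for the full control effect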
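Luminescence from cellular ATP indicates surviving trophozoites (100 cells/well) following 48 hrs anaerobic compound treatment at 37 deg C; signal develops 15-30 min at room temperature.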
USP2a inh: USP2a (human) protease inhibition. actives 0.01% (n = 330,000). Potency, µM (highest dose often 38.3 µM), inactives show top-dose activity change, negative = inhibition, actives largely listed as inhibitors. AID 463254. O75604. USP2 core, Ub-CHOP2 coupled fluorogenic reporter, 485/531;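 note: potency is the fitted concentration of half-maximal effect; plate controls were DMSO wells for no effect and full inhibition by NEM control for full effect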
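Cell-free coupled assay: 10nM USP2 core preincubated 30min RT with compound in Tris-HCl pH 8.0/CaCl2/CHAPS buffer, then 25nM Ub-CHOP2 and 25nM reporter substrate; fluorescence (Ex 485/Em 531) read after 60min RT, normalized to NEM inhibition, concentration-response curves fitted.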
KCNH2 WT inh: inhibitors of human wildtype KCNH2 potassium channel | activity change, % at 1.84 µM | U2OS, BacMam KCNH2, thallium flux FluxOr; stronger effect = lower value | AID 720551 | Q12809 | actives 0.37% (n = 340,000);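 active = maximum activity change below -70%; inconclusive = maximum activity change between -70% and -50%; inactive = maximum activity change above -50%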; note: % is set by controls: 0 for no effect and ±100 for the full control effect
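U2OS cells transduced with wild-type KCNH2 virus are loaded with FluxOr dye for 45 min, and thallium flux is measured in kinetic reads before and after stimulation buffer. Rate constants are normalized to DMSO controls.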
PKM2 activator: PKM2 (human) enzyme activation; AID 1631; purified PKM2, Kinase-Glo ATP luminescence, activation; response scale: 0% is enzyme alone, no compound; P14618; Potency, µM (doses to about 57.5 µM), for the others: at the highest dose activation, usual class: activators; actives 0.34% (n = 260,000); note: potency is the fitted concentration of half-maximal effect; % is set by controls: 0 for no effect and ±100 for the full control effect; nearly all actives have a fitted effect of over 55% in size
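hPK-M2, >95% pure; 0.1 mM ADP / 0.5 mM PEP final; imidazole pH7.2 buffer w/ 7 mM MgCl2, 50 mM KCl; 1 h RT; Kinase-Glo lum. Intermediate enzyme activity for dual inhibitor/activator qHTS.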
MLL CXXC-DNA inh: inhibitors of human MLL CXXC domain-DNA interaction. Q03164. MLL-CXXC / FITC-HOXA9 DNA fluorescence polarization. Potency, µM (series often up to 115 µM), without a hit: at the highest dose activity change, negative = inhibition, hits mostly inhibitors. actives 0.037% (n = 290,000); active = well fitted inhibition curve with a large enough effect in the polarisation, with a control signal flat, not every such curve was filed as active; inconclusive = small, poorly fitted or top-dose-only effect, or effect the other way, or a change in a side signal; inactive = no such curve, though single readings can be large or run the other way; the % refers to the polarisation; note: potency is the fitted concentration of half-maximal effect
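Purified MLL-CXXC (added from a 7 uM solution) was preincubated 5 min at ambient with pinned compounds in 50 mM Tris-HCl pH 7.5, 50 mM NaCl, 1 mM DTT, 0.05% BSA. Fluorescein-labeled HOX-A9 DNA (50 nM solution) followed, 30 min, then polarization read.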
B2AR arrestin: agonists driving beta-arrestin recruitment to human beta2-adrenergic receptor. actives 0.02% (n = 330,000). P07550. beta-arrestin recruitment to beta2AR, cell-based reporter. Potency, µM (highest dose often 46.1 µM), inactives show at the highest dose activation, usual class: activators;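 note: potency is the fitted concentration of half-maximal effect; 0% = DMSO controls and full agonism = EC100 isoproterenol or metaproterenol; nearly all actives have a fitted effect of over 65% in size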
KCNH2 3.1 inh: KCNH2 3.1 (human) potassium channel inhibition; U2OS KCNH2 3.1, thallium flux FluxOr; stronger effect = lower value; activity change, % (tested at about 1.8 µM); actives 0.95% (n = 340,000); AID 720553;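 active = maximum activity change below -70%; inconclusive = maximum activity change from -70% to -50%; inactive = maximum activity change above -50%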;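 note: thallium influx rate constant from kinetic fluorescence after stimulation buffer; % is set by controls: 0 for no effect and ±100 for the full control effect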
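U2OS cells transduced with KCNH2 3.1 mutant virus (1.77 x 10^8 /mL, 4 h), plated overnight at 37 C, loaded 45 min with FluxOr dye plus Red40 quencher. Thallium flux rate constant from kinetic reads after stimulation buffer, normalised to controls.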
Menin-MLL TR inh: displaces Texas Red mutant MLL peptide from human menin. O00255. Menin + Texas Red MLL mutant peptide, fluorescence polarization. Potency, µM (top dose mostly 61.6 µM), inactives show at the highest dose FP activity change, negative = inhibition, actives largely listed as inhibitors. actives 0.23% (n = 270,000); active = well fitted inhibition curve with a large enough effect in the polarisation, with a control signal flat, not every such curve was filed as active; inconclusive = small, poorly fitted or top-dose-only effect, or effect the other way, or a change in a side signal; inactive = no such curve, though single readings can be large or run the other way; the % refers to the polarisation; note: potency is the fitted concentration of half-maximal effect; % of control where 0% means no effect; many of its hits are not listed in these tables
GALK inh: inhibitors of human galactokinase; Purified GALK, Kinase-Glo residual ATP luminescence; AID 1868; P51570; Potency, µM (highest dose often 57.5 µM), without a hit: top-dose activity change, negative = inhibition, most hits filed as inhibitors; actives 0.007% (n = 270,000); note: potency is the fitted concentration of half-maximal effect; % is set by controls: 0 for no effect and ±100 for the full control effect
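ATP-depletion format; final 35 uM ATP, 100 uM D-galactose, 5 nM enzyme; pH 8.0 HEPES/Mg2+ buffer; 60 min RT; luminescence read 10 min after detection reagent.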
An asterisk follows results filed as active; u = inconclusive; x = no result given; [ ] = remark or other dose. Unless noted, calls come from the whole dose curve; as a rule, active = well fitted curve in the direction sought with a large enough effect; inconclusive = small, poorly fitted or top-dose-only effect, or another doubt; inactive = no such curve, though single readings can be large; an effect the other way counts as inactive or inconclusive.

| SMILES | B2AR arrestin | TRPV1 ag | MLL CXXC-DNA inh | GALK inh | Giardia killer | FBPA coupling cs | Menin-MLL TR inh | KCNH2 WT inh | USP2a inh | KCNH2 3.1 inh | PKM2 activator |
| --- | --- | --- | --- | --- | --- | --- | --- | --- | --- | --- | --- |
| COCCN1C(=O)C(=O)/C(=C(/O)c2ccc(S(=O)(=O)N3CCOCC3)cc2)C1c1cccc([N+](=O)[O-])c1 (stereo not given) | 0.5% | -5 | -7% | 9% | 9 | 8 | 18% | 4 | -2% | -2 | -3% |
| CCN(CC)C(=O)C(=O)N/N=C/c1ccc(C(=O)O)cc1 | 0.0% | -3 | 12% | 0% | 9 | 0 | 12% | 7 | 2% | 21 | 1% |
| O=C(COc1ccc(Cl)cc1)NCCSc1ccccc1 | 0.3% | 22 | 2% | 2% | -15 | -2 | 1% | 3 | 2% | 8 | 1% |
| Cc1cc(/C=N/NC(N)=S)c(O)c(/C=N/NC(N)=S)c1 | 3.5% | u | u | -3% | -13 | 0 | x | 4 | u | 23 | -4% |
| CCCn1c(-c2cccs2)nc2nc3ccccc3nc21 | -1.1% | 6 | 5% | -2% | -12 | -1 | -15% | 9 | -1% | 6 | -1% |
| COc1ccc(/C=C(\NC(=O)c2ccccc2)C(=O)NCC2CCCO2)cc1 (stereo not given) | -1.0% | 3 | -11% | 1% | 1 | 2 | 10% | -8 | -3% | -13 | x |
| COc1ccc(S(=O)(=O)N2CCN(C)CC2c2ccccc2)cc1OC (stereo not given) | -0.1% | 0 | x | x | -12 | x | x | -5 | 1% | 2 | x |
| O=C(CN(c1ccccc1F)S(=O)(=O)c1ccccc1)NC1CCCCCC1 | -0.3% | 23 | -2% | -3% | 12 | -2 | -15% | -11 | -1% | 2 | 2% |
| CCOC(=O)Cn1nnnc1C(C(C)C)N(Cc1cccs1)Cc1cc2cc(C)ccc2[nH]c1=O (stereo not given) | -0.1% | 3 | -1% | -3% | -3 | -6 | u | -2 | -10% | -14 | -5% |
| CCOC(=O)Nc1ccc2c(c1)N(C(=O)C(C)N1CCCC1)c1ccccc1CC2 (stereo not given) | -0.2% | 19 | 4% | 3% | 4 | 2 | -11% | 32 | 1% | -10 | -6% |
| CN(C)c1ccc(/C=N/n2ncc3ccccc32)cc1 | -0.5% | -2 | 20% | 1% | -15 | 0 | u | -9 | -2% | -12 | 3% |
| COc1cc(C2C(C(=O)c3ccco3)=C(O)C(=O)N2CC2CCCO2)ccc1O (stereo not given) | 0.1% | 1 | -5% | -2% | 20 | 0 | 10% | 1 | 1% | 13 | -13% |
| O=C1c2ccccc2-c2cccc(C(=O)N3CCCCC3)c21 | -0.5% | 6 | -31% | 0% | 10 | 0 | x | 6 | 3% | -7 | 3% |
| COc1ccccc1CNS(=O)(=O)c1c(C)[nH]c(C)c1C(=O)N1CCCCC1 | -0.1% | 3 | 7% | 7% | -3 | 0 | 1% | -10 | 3% | 1 | x |
| CCCNC(=O)Nc1ccccc1SC | -0.3% | 1 | 2% | 12% | -11 | 3 | 3% | x | -1% | 13 | -2% |
| COc1cccc(NC(=O)CN(C)C(=O)C2CCN(C(=O)c3ccccc3C)CC2)c1 | 0.5% | -3 | x | x | 6 | x | x | 27 | 1% | -2 | x |
| COC(=O)c1ccc(NC(=O)CSc2n[nH]c(-c3ccncc3)n2)cc1 | 0.0% | 1 | -6% | 0% | -29 | -1 | -1% | -16 | 1% | 25 | 1% |
| Cn1c(NC(=O)c2ccc3c(c2)OCO3)cc(=O)n(C)c1=O | -0.6% | 2 | -8% | 1% | -1 | -1 | -2% | -14 | 3% | -24 | 1% |
| Cc1ccc2nc(Cl)c3cc(C(=O)NCCCN4CCCC4)sc3c2c1 | 0.1% | -1 | u | 0% | 23 | 0 | -23% | 1 | 2% | x | -17% |
| CCCCn1c(N)c(N(CC)C(=O)c2ccc(N3CCCC3=O)cc2)c(=O)[nH]c1=O | -0.4% | -5 | x | x | -11 | x | x | 0 | 0% | -4 | x |
| O=C(Nc1ccc(Cl)cc1)Nc1ccccc1C(=O)O | -0.1% | 2 | 35%[activator] | -1% | u | 4 | u | 8 | 1% | -17 | -4% |
| CC(Oc1ccccc1)C(=O)Nc1nc2c(s1)C(=O)CC(C)(C)C2 (stereo not given) | 0.0% | 2 | 2% | -1% | -5 | 6 | 11% | 1 | 0% | 1 | 0% |
| CCCCNS(=O)(=O)c1ccc2nc(SCC(=O)Nc3sccc3C#N)[nH]c2c1 | 0.4% | -1 | -10% | 5% | 3 | -4 | u | -4 | -8% | -13 | 9% |
| COc1ccc(N(C(=O)C(C)C)S(=O)(=O)c2ccc3c(c2)n(C)c(=O)n3C)cc1 | 1.0% | 1 | -10% | 1% | -1 | 6 | -8% | 2 | 0% | -8 | 20% |
| NC(=O)c1c(NC(=O)CSc2nnc(-c3ccco3)n2N)sc2c1CCCC2 | 0.2% | 3 | 55%[activator] | 0% | 14 | -2 | x | 1 | u | 5 | -13% |
| COC(=O)c1ccc(NC2(C#N)C(=O)Nc3ccccc32)cc1 (stereo not given) | -0.2% | 10 | 6% | 0% | -2 | -1 | 7% | 11 | -1% | 2 | 1% |
| COc1ccc(-n2c3c(cc(C(=O)NC4CCSC4=O)c2=O)C(=O)CC(C)(C)C3)cc1 (stereo not given) | -0.9% | -2 | -4% | 1% | -9 | 0 | -8% | -7 | -1% | -1 | 7% |
| COc1ccc(N2C(=O)CCC2=O)c(OC)c1 | -0.3% | 6 | 8% | 0% | -14 | -1 | -2% | 15 | 2% | -11 | 0% |
| Cc1cc(=O)[nH]c(N/N=C/c2ccccc2Cl)n1 | -1.2% | 3 | u | x | 25 | 0 | 10% | -1 | -1% | -8 | x |
| O=C(C1CCN(S(=O)(=O)c2cccc3cccnc23)CC1)N1CCN(C2CCCCC2)CC1 | -0.7% | -3 | 13% | 1% | -10 | 0 | u | 3 | 3% | 9 | 2% |
| Cc1cccc(NC(=O)C2CCN(S(=O)(=O)c3ccc(Cl)cc3)CC2)n1 | -2.5% | 2 | x | x | -11 | x | x | -9 | 1% | -10 | x |
| CCC(=O)N[C@@H]1CC(C(C)(C)NC(=O)CC)CC=C1C (stereo not given in full) | -0.1% | -2 | 11% | 0% | -2 | 1 | 1% | -3 | 1% | 39 | 6% |
| COC(=O)CSc1nc(NC#N)nc(NC(C)(C)C)n1 | -0.6% | 1 | -1% | -3% | -8 | 5 | x | 13 | 8% | 16 | 1% |
| COCCCN(CC(=O)Nc1ccc(N2CCOCC2)cc1)S(=O)(=O)c1ccc(Cl)cc1 | 0.1% | 0 | 0% | -2% | -26 | 1 | 0% | -7 | 1% | 1 | -2% |
| Cc1ccc(S(=O)(=O)N2Cc3ccccc3CC2C(=O)NC(C)(C)C)cc1 (stereo not given) | -0.1% | u | 4% | 1% | 4 | 3 | -9% | -26 | 0% | 6 | 0% |
| COc1cc(OC)cc(C(=O)N2CCC(N3CCCCCC3)CC2)c1 | -1.0% | -8 | 0% | -2% | 25 | 5 | -3% | 4 | -1% | 10 | 1% |
| CC1(C)CC(O)(CCNCc2ccc3c(c2)OCO3)CCO1 (stereo not given) | -0.2% | 2 | -5% | 0% | -10 | 1 | -11% | -22 | 1% | -11 | -8% |
| O=C(CCc1ccc(S(=O)(=O)NCc2ccccc2)cc1)N1CCN(Cc2ccc3c(c2)OCO3)CC1 | -0.2% | 5 | -6% | 0% | 4 | -2 | u | -27 | 2% | 11 | -3% |
| CCN(CC)CCCNC(=O)c1cn(C)c2ccc(S(=O)(=O)N(C)C3CCCCC3)cc2c1=O | 0.4% | 0 | 2% | 8% | -18 | 0 | -1% | 8 | 2% | 3 | 0% |
| CCOc1ccc(C(=O)NC2CCN(C(=O)NCc3ccccc3)CC2)cc1 | 0.4% | 9 | -4% | 4% | 12 | 1 | 2% | 2 | 4% | 7 | 0% |
| COc1ccccc1OCC(=O)Nc1cc2c(cc1C(=O)O)OCCCO2 | -0.7% | 0 | 2% | 2% | -5 | 10 | -13% | -13 | -1% | -1 | 10% |
| C=CC[n+]1ccc2ccccc2c1C | -0.5% | 0 | 10% | 2% | -13 | 0 | -2% | 9 | 3% | -21 | -7% |
| CCCC1CCC(c2ccc(C(=O)NN)cc2)CC1 (stereo not given) | -0.6% | -8 | -10% | 1% | 13 | 3 | -9% | 8 | 3% | -14 | -10% |
| COc1ccc(NC(=O)c2ccc3[nH]c(C)c(C)c3c2)cc1 | -0.2% | 2 | 13% | x | -30 | -13 | u | 0 | 2% | 0 | x |

An excerpt; the hit share may differ from the screen's.
